# Kir21 inh = Kir2.1 (mouse) channel inhibition. P35561. HEK293-Kir2.1, FluxOR thallium flux fluorescence; stronger effect = lower value. B-score at 10 µM. 310,000 tested, 0.85% active;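 active means fluorescence ratio B-score at or below minus 3 SD of library scores, with starting-brightness B-score within 2 SD, cut at about -4.2 in these data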;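 further: channel flux triggered by added potassium and thallium sulfate stimulus; B-score of peak minus minimum fluorescence over baseline after thallium stimulus; more negative B-score means stronger Kir2.1 block with less thallium influx; some compounds called inactive have numbers as strong as hits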
# KCNQ2 block = KCNQ2 potassium channel inhibitors, primary screen, cell-based, CHO-K1, FluxOR thallium flux, B-score (AID 2156); O88943; 20 min; stronger effect = lower value; B-score at 10 µM; 310,000 tested, 1.1% active;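 active means fluorescence ratio B-score at most minus 3 library SDs, with starting brightness B-score within 2 library SDs, cut at about -5.5 in these data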
# Target sequence (O88943 whole entry, looked up): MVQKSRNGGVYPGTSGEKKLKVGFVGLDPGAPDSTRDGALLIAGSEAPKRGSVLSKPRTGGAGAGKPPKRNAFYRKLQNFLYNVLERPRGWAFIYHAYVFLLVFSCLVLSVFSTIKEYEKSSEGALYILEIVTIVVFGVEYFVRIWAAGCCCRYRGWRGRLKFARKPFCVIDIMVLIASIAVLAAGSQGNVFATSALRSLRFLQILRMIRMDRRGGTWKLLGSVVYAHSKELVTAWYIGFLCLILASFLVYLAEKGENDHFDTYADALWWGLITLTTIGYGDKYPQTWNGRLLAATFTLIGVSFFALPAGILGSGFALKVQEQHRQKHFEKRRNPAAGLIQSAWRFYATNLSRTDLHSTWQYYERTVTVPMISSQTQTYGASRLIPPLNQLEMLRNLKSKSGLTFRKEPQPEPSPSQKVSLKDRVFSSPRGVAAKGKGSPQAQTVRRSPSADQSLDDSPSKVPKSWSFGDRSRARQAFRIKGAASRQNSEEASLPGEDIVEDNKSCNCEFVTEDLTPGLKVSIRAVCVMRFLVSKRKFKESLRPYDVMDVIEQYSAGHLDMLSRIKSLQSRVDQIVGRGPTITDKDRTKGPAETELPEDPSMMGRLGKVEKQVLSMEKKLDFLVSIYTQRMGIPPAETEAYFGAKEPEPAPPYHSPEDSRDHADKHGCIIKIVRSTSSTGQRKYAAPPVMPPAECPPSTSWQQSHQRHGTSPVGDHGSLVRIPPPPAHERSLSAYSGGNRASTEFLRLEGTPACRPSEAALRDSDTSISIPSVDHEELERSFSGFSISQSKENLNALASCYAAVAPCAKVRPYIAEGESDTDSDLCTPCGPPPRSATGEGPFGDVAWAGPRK
# The depositor's hits bear a star; i = inactive. This is a random part of the collection. Share with any hit: about 1.9%.
canonical_smiles	KCNQ2 block	Kir21 inh
O=C(O)c1cc2cc(Cl)ccc2oc1=O	i	0.71
COC(=O)c1c(NC(=O)c2ccco2)sc(C)c1C	i	0
CCOC(=O)c1cnc2ccccc2c1NCCO	i	0.95
CN(C)S(=O)(=O)c1cccc(NC(=S)N2CCc3ccccc32)c1	i	-3.24
N#Cc1ccc(CSc2nnc3[nH]c(=O)cc(N)n23)cc1	i	0.97
CC1C(=O)CC(c2ccc([N+](=O)[O-])cc2)NC1c1ccc([N+](=O)[O-])cc1 (stereo not given)	i	-2.53
O=C(NCCc1ccc(Cl)cc1)C12CC3CC(CC(O)(C3)C1)C2	i	1.24
COCCNC(=O)C(c1ccc(C)cc1)N(C(=O)CCC(=O)Nc1ccccn1)c1ccccc1C (stereo not given)	i	0.04
COc1cccc(COC(=O)C2CCN(C(=O)c3ccc(F)cc3)CC2)c1OC	i	0.08
CCC(C)(C)NC(=O)c1ccc(S(=O)(=O)N(C)c2ccccc2OC)cc1	i	0.56
Cc1cc(C)nc(SCC(=O)O)n1	i	-0.16
Cc1ccc(/C=C/C(=O)O)cc1S(=O)(=O)NCc1ccco1	i	-0.45
Cn1c(SCC(=O)Nc2ccccc2)nc(O)cc1=O	i	0.82
COc1ccccc1CCC(=O)OCC(=O)Nc1cccc(S(=O)(=O)N2CCOCC2)c1	i	-0.05
O=C(O)CCn1c2ccccc2c2nc3ccccc3nc21	i	1.85

# Ordered by molecular weight (descending): some entries from above.
canonical_smiles	KCNQ2 block	Kir21 inh
CC1C(=O)CC(c2ccc([N+](=O)[O-])cc2)NC1c1ccc([N+](=O)[O-])cc1 (stereo not given)	i	-2.53
N#Cc1ccc(CSc2nnc3[nH]c(=O)cc(N)n23)cc1	i	0.97
Cc1cc(C)nc(SCC(=O)O)n1	i	-0.16

# Further results follow.
canonical_smiles	KCNQ2 block	Kir21 inh
Cc1cc(C)n(CCNCc2c(C(=O)N3C[C@@H](C)O[C@@H](C)C3)nc3ccc(Cl)cn23)n1	i	-0.69
O=c1[nH]n(-c2ccccn2)c(=O)c2ccccc12	i	1.57
Cn1c(=O)cc(OCCCC(=O)N2CCN(Cc3ccc4c(c3)OCO4)CC2)c2ccccc21	i	-1.16
C[C@H](NC(=O)CCn1nnc2ccccc2c1=O)C(=O)O	i	-0.9
CCOc1ccc(C(=O)Oc2cc(C)[nH]c(=O)c2[N+](=O)[O-])cc1OCC	i	-0.64
CCOC(=O)c1cc(=O)n2nc(-c3ccc(C)cc3)nc2s1	i	0.94
CCC1CCCCN1C(=O)N[C@@H](CCSC)C(=O)OC (stereo not given in full)	i	1.15
O=C(C(Cl)c1ccccc1)N1CCOCC1 (stereo not given)	i	-1.25
CC(C)CCNC(=O)CN(Cc1ccc2c(c1)OCO2)C(=O)Cn1nnc(-c2cccs2)n1	i	0.19
COc1ccccc1C(CNc1ncnc2sc(C)c(C)c12)N(C)C (stereo not given)	i	0
OCC1(Cc2ccccc2)CCCN(Cc2ccc3c(c2)OCCO3)C1 (stereo not given)	i	-1.81
O=C(Nc1ccc2nc(-c3cccnc3)[nH]c2c1)c1ccccc1F	i	0.12
O=[N+]([O-])c1ccc(Nc2nc(N/N=C\c3ccc4c(c3)OCO4)nc(N3CCCCC3)n2)cc1	-5.75*	-1.2
COc1cc(COCC(O)CN2CCc3ccccc3C2)cc(OC)c1OC (stereo not given)	i	0.03
COc1cc(/C=N/n2cnn(Cc3ccccc3Cl)c2=S)cc(OC)c1OC	i	0.57

# New compounds follow.
canonical_smiles	KCNQ2 block	Kir21 inh
COc1ccc(C2C(C#N)=C(N)OC3=C2C(=O)CC(C)(C)C3)c(OC)c1OC (stereo not given)	i	1.94
CCOC(=O)c1c(NC(=O)CC2Sc3ccc(C(F)(F)F)cc3NC2=O)sc(C)c1C (stereo not given)	i	0.38
CC(=O)Nc1c(O)nc(SCC(=O)N2CCN(c3ccc(F)cc3)CC2)[nH]c1=O	i	-0.34
CCc1nnc(N/N=C/c2ccccc2Cl)n1N	i	-0.43
CC1CCCN(CCCNC(=O)c2ccc(CS(=O)(=O)c3c(Cl)cccc3Cl)o2)C1 (stereo not given)	i	0.57
CCOc1ccc(NS(=O)(=O)c2ccc(C(=O)NCc3cccnc3)cc2)cc1	i	0.81
Cc1cc(C(=O)N/N=C/C=C/c2ccc3c(c2)OCO3)n[nH]1	i	-2.05
CCCS(=O)(=O)N1CCC(C(=O)N2CCN(Cc3ccccc3)CC2)CC1	i	0.34
COc1cc(C(=O)COC(=O)CNC(=O)C2CCCCC2)cc(OC)c1OC	i	-1.24
Cn1cc(Cl)c(C(=O)N(Cc2ccccc2)c2ccccn2)n1	i	0.5
COc1cccc(N2CCN(S(=O)(=O)c3c(C)[nH]c(C)c3C(=O)N3CCCC3)CC2)c1	i	0.21
COc1ccc(-c2cc(=O)c3cc(O)ccc3o2)cc1	i	1
CC1CCCN(C(=O)CNC(=O)Cn2ccc3ccccc3c2=O)C1 (stereo not given)	i	0.64
O=C(NC(Cc1ccccc1)C(=O)N1CCc2ccccc2C1)c1ccccc1 (stereo not given)	-6.3*	-0.14
Cc1ccc(C(F)(F)F)cc1NC(N)=S	i	-0.06

# Shown as a hit in KCNQ2 block (from the list above):
canonical_smiles	KCNQ2 block	Kir21 inh
O=[N+]([O-])c1ccc(Nc2nc(N/N=C\c3ccc4c(c3)OCO4)nc(N3CCCCC3)n2)cc1	-5.75*	-1.2
O=C(NC(Cc1ccccc1)C(=O)N1CCc2ccccc2C1)c1ccccc1 (stereo not given)	-6.3*	-0.14

# Next section:
canonical_smiles	KCNQ2 block	Kir21 inh
CCOC(=O)N1CCN(c2cc(C)c(C(C)=O)cc2F)CC1	i	-0.05
O=C(NCc1ccccc1)c1onc(CS(=O)(=O)c2ccccn2)c1C(=O)NCc1ccccc1	i	0.2
Cc1c(C(=O)Nc2nc3ccccc3[nH]2)oc2c(Cl)cccc12	i	-0.05
COc1cccc(NC(=O)NC2CCCCCCC2)c1	i	-0.01
O=C(CCCc1ccccc1)Nc1nnc(C(F)(F)F)s1	i	0.15
COc1cccc(CNC(=O)c2ccc(CS(=O)c3ccccc3)o2)c1 (stereo not given)	i	-0.95
COC(=O)c1ccc(NC(=O)C2CC2)o1	i	-0.53
COCCCNC(=O)c1ccc(S(=O)(=O)c2ccc(C)cc2)c(NC(C)=O)c1	i	-1.24
CCC1COCCS(=O)(=O)N1Cc1ccc(C)cc1 (stereo not given)	i	1.54
Cc1ccc(C2=NNC(C(O)C(O)C(O)C(O)CO)S2)cc1 (stereo not given)	i	-0.04
O=C(Nc1cc(Cl)ccc1N1CCOCC1)c1ccc(N2CCCCC2)c([N+](=O)[O-])c1	i	1.74
O=C(O)c1cc(-c2ccccc2Cl)n[nH]1	i	0.06
Oc1ccc(/C=N/Nc2nn3cnnc3c3ccccc23)cc1	i	-1.17
O=C(Cn1cnc2nc3n(c2c1=O)CCC3)NCc1ccccc1	i	0.06
COn1c(SCC(=O)N(C)C)nc2ccccc2c1=O	i	0.89

# Continuation:
canonical_smiles	KCNQ2 block	Kir21 inh
Cc1ccccc1NC(=O)c1ccc(S(=O)(=O)N2CCCC2)cc1	i	-0.3
O=C(CCS(=O)(=O)c1ccccc1)Nc1ccc(-c2nc3ccccc3s2)cc1	i	0.02
COc1ccc(N2CCN(C(=N)/C(C(C)=O)=C(\C)O)CC2)cc1	i	1.45
CCOC(=O)c1c(NC(=O)C2C3CCC(O3)C2C(=O)O)sc(C)c1-c1ccc(C)cc1 (stereo not given)	i	1.51
Cc1cccc(NC(=O)C2(c3cccs3)CCOCC2)n1	i	-0.06
Cc1ccccc1N(C(=O)CS(=O)CC(=O)Nc1ccc(F)cc1)C(C)C(=O)NC(C)(C)C (stereo not given)	i	-0.43
Nc1nnc(SCCOc2ccccc2)s1	i	-0.34
Cc1noc(C)c1S(=O)(=O)N1CCN(Cc2ccc3c(c2)OCO3)CC1	i	0.36
Cc1cccc(N=C2NC(=O)/C(=C/C=C/c3ccco3)S2)c1	i	-0.01
COc1cc(SC#N)ccc1N=Cc1c(C)[nH]n(-c2ccc(Cl)cc2)c1=O	i	-0.52
O=C(NCc1cccc(F)c1)C1CCN(C(=O)c2sccc2-n2cccc2)CC1	i	0.2
Cc1ccccc1NC(=O)Cn1nnc2ccccc21	i	1.56
COc1ccc(N2CCN(S(=O)(=O)CCNC(=O)C3CC(=O)N(c4ccccc4)C3)CC2)cc1 (stereo not given)	i	-0.73
COc1ccc(S(=O)(=O)Nc2ccc3c(c2)n(C)c(=O)n3C)cc1	i	-2.31
O=C(c1cccc(S(=O)(=O)N2CCCC2)c1)N1CCN(c2ncccn2)CC1	i	-0.31

# Arranged by the number under Kir21 inh (highest first): three from the list above
canonical_smiles	KCNQ2 block	Kir21 inh
COc1ccc(N2CCN(C(=N)/C(C(C)=O)=C(\C)O)CC2)cc1	i	1.45
Cc1ccccc1N(C(=O)CS(=O)CC(=O)Nc1ccc(F)cc1)C(C)C(=O)NC(C)(C)C (stereo not given)	i	-0.43
COc1ccc(N2CCN(S(=O)(=O)CCNC(=O)C3CC(=O)N(c4ccccc4)C3)CC2)cc1 (stereo not given)	i	-0.73

# (cont.)
canonical_smiles	KCNQ2 block	Kir21 inh
C=C(C)COc1ccc(-c2n[nH]c(C)c2-c2ccc(OC)cc2)c(O)c1	i	-0.19
Cc1cc(C)n(-c2nc3c(c(=O)[nH]c(=O)n3C)n2CC(O)COc2ccccc2C)n1 (stereo not given)	i	0.94
CCOC(=O)N1CCN(C(=O)CSCC(=O)Nc2nc(-c3ccccc3)cs2)CC1	i	-0.04
CCCC(=O)NC(Nc1ccc(S(=O)(=O)Nc2cc(C)on2)cc1)(C(F)(F)F)C(F)(F)F	i	0.15
CCOC(=O)C1CCN(C(=O)CSc2ccccc2Cl)CC1	i	0.72
CCc1ccc(NC(=O)C2C3/C=C\CCCCC32)cc1 (stereo not given)	i	-0.61
CCN1CCN(C(=O)C(C)Nc2cc(Cl)c(OC)cc2OC)CC1 (stereo not given)	i	1.01
NC(=O)c1ccsc1NC(=O)c1ccco1	i	-0.42
COc1cc(Br)cc(C2C3=C(CCCC3=O)N(c3ccc(F)cc3)C3=C2C(=O)CCC3)c1O	i	0.03
Cc1ccc(C(=O)O)cc1-n1c(=O)n(Cc2ccccc2)c(=O)c2[nH]cnc21	i	0.84
Cc1c(C(c2cccc(O)c2)c2c(C)n(C)n(-c3ccccc3)c2=O)c(=O)n(-c2ccccc2)n1C	i	0.25
CCCCOC(=O)Nc1ccc(S(=O)(=O)Nc2cc(C)nc(C)n2)cc1	i	2.13
Cc1nn(Cc2ccc(F)cc2)c(C)c1NC(=O)c1cnn2c1NC(c1ccccc1)CC2C(F)(F)F (stereo not given)	i	0.47
Cc1ccc(S(=O)(=O)NCCC(=O)Nc2ccc(Cl)c(Cl)c2)cc1	i	0.26
CCC(c1nnnn1C1CCCC1)N1CCN(C(=O)c2ccco2)CC1 (stereo not given)	i	0.31

# The listing continues.
canonical_smiles	KCNQ2 block	Kir21 inh
Clc1ccc(Sc2cnc3ccccc3n2)cc1	i	0.26
CC1(C)CC(=O)C2=C(C1)N1C(=C(C#N)C2c2ccccc2Cl)N=C(N)c2ccccc21 (stereo not given)	i	-0.11
Cn1c(CNC(=O)c2ccccc2F)nnc1SCc1ccc(Cl)cc1	i	-1.95
Cc1cccc(C2=NC(C(F)(F)F)(C(F)(F)F)c3c(n(-c4ccc(F)cc4)c(=O)[nH]c3=O)N2)c1	i	0.04
COc1ccc(/C=C2/C(=N)N3N=C(CC(=O)N4CCCC4)SC3=NC2=O)cc1	i	1.44
CCC(C)N(C(=O)CSc1nc(-c2ccccc2)cs1)C1CCS(=O)(=O)C1 (stereo not given)	i	-0.01
NC1=NC2(CCCCC2)N=C(Nc2ccc(F)cc2F)N1	i	0.36
O=C(Nc1cccc2c1CCCC2)C1CCCN(S(=O)(=O)c2cccc3nonc23)C1 (stereo not given)	i	0.97
COC(=O)c1ccc(NC(=O)CN2CCC(NC(=O)c3ccco3)CC2)cc1	i	-1.49
CCc1ccccc1NC(=S)N(Cc1ccco1)C(C)c1cccs1 (stereo not given)	i	-0.56
CCOC(=O)Nc1sc(NS(=O)(=O)c2ccccc2)nc1C	i	-0.08
CCOCCCNC(=S)N1CCN(C(=O)C(=O)Nc2ccc(C(=O)OC)cc2)CC1	i	0.75
C(=C\c1ccco1)/C1=NN(c2ccccc2)C(c2ccco2)C1 (stereo not given)	i	-2.07
CCN(CC(=O)NCc1cccs1)C(=O)c1ccc(NS(=O)(=O)c2ccc(C(C)=O)cc2)cc1	i	-0.47
COc1ccccc1CC(=O)NC1CC(C)(C)NC(C)(C)C1	i	0.34

# (continued)
canonical_smiles	KCNQ2 block	Kir21 inh
CCc1ccccc1NC(=S)NCc1cccn1C	i	-1.02
CCOC(=O)c1c(-c2ccc(-c3ccccc3)cc2)csc1NC(=O)CCN1CCOCC1	i	1.06
Nc1cc(Nc2ccc(Br)cc2)nc(N)n1	i	-0.74
COc1ccc(S(=O)(=O)N(C)CC(=O)NC2CCCC2)cc1OC	i	-1.22
Cc1cccc(N2C(=O)N3[C@@H]4c5ccccc5OC[C@@H]4[C@@H](c4ccccc4)[C@]3(C)C2=O)c1	i	3.59
Cc1ccc(NC(=O)C2CC(=O)NC(N3CCc4ccccc43)=N2)cc1 (stereo not given)	i	-0.77
CC1OC(Nc2ccc(OC(F)(F)F)cc2)C(O)C(O)C1O (stereo not given)	i	1.25
O=C(/C=C/c1ccccc1)N1CCN(c2ccc([N+](=O)[O-])c(N3CCOCC3)c2)CC1	-6.38*	-1.54
CCOC(=O)Cc1csc(NC(=O)Cn2cnc3c2c(=O)n(C)c(=O)n3C)n1	i	0.37
O=C(OCCN1C(=O)c2ccccc2C1=O)c1ccco1	i	0.11
CCN(CC)S(=O)(=O)c1ccc(O)c(C(=O)OCC(=O)N(C)Cc2ccccc2)c1	i	-1.91
Cc1c(Cl)cccc1N1CC(C)(C)C1=O	i	-0.67
